Screening results deposited in PubChem by several laboratories.
A340 absorber: absorbance at 340 nm; fold change at 10 µM; 65,000 tested, under 10 active; compound absorbance at 340 nm, fold over control;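 active means at 10 µM dose, initial 340 nm absorbance at least 2 fold that of control wells; inactive means change under 2 fold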;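 further: initial absorbance extrapolated from kinetic A340 decline of NADH oxidation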
ROCK2 inh: inhibitors of human Rho kinase 2 | O75116 | purified ROCK2, Kinase-Glo ATP depletion luminescence | inhibition, % at 6 µM | 60,000 tested, 0.35% active;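 active means inhibition above the screen-wide mean inhibition plus 3 SD, cut at about 18% in these data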;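 further: plate controls were DMSO wells for no effect and Y-27632 control wells after no-enzyme background subtraction for full effect; many of its hits are not listed in these tables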
Cdc25B inh: human M-phase inducer phosphatase 2 inhibition. P30305. inhibition, %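 (compounds tested at 10 µM final in the well)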. 65,000 tested, 0.1% active. recombinant Cdc25B, OMFP fluorescence Ex485/Em525. AID 368; in the data active means inhibition above about 50%
Target sequence (P30305 whole entry, looked up): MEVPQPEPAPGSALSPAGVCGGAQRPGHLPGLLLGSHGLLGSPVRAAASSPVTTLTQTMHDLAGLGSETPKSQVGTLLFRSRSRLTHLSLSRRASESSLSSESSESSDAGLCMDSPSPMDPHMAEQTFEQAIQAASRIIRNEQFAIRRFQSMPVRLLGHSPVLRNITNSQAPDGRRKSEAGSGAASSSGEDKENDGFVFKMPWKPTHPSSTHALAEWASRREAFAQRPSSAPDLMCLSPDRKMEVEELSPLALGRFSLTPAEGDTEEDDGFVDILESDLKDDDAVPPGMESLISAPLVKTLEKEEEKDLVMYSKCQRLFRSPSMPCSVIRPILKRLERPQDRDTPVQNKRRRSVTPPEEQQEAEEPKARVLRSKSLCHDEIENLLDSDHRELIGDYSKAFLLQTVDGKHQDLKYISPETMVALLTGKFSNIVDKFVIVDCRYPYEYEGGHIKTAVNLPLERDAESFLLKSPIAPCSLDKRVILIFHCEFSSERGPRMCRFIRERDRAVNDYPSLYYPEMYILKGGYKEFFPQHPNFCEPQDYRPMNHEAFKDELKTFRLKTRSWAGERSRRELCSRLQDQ
Hsp90 block: displaces geldanamycin probe from tumor Hsp90. P07900. 64,000 tested, 0.35% active. NCI-N417 lysate Hsp90, Cy3B-geldanamycin FP displacement. inhibition, % at 30 µM;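 active means inhibition above 50%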;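 further: 0% = tracer plus lysate wells and 100% = tracer alone without lysate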
HER2 expr 66K: inhibitors of human Her2 kinase expression | P04626 | SKBR-3 HER2 protein level, AlphaScreen, 18-24 h; stronger effect = lower value | HER2 level % of control, % at 10 µM | 65,000 tested, 0.69% active | AID 645;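 active means HER2 level under 5% of the carrier-only control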;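 further: 100% = DMSO carrier and 0% = 500 nM PU-H71 HSP90 inhibitor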
DUSP1 inh: human dual specificity phosphatase 1 inhibition | P28562 | recombinant MKP-1, OMFP hydrolysis fluorescence | inhibition, %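 (compounds tested at a single concentration somewhere between 10 and 100 µM)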 | 65,000 tested, 0.15% active | AID 374;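 active means inhibition above about 50%, limit read from the data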;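 further: 0% = DMSO max control wells and 100% = wells with enzyme stopped by NaOH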
Target sequence (P28562 whole entry, looked up): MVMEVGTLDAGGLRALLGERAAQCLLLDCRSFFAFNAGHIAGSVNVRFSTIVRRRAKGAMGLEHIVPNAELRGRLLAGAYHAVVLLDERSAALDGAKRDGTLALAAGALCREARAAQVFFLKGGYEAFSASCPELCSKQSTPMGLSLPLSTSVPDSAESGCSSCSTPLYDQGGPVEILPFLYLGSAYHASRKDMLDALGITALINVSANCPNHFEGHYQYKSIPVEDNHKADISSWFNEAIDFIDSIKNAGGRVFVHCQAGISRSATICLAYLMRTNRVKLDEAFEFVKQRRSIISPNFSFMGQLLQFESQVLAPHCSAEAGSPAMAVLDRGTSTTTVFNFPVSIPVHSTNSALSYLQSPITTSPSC
Autofluor 339: intrinsic fluorescence of library compounds, ex339/em460 – biochemical, MLSMR library, data from DPM-DC assay, artefact control, profiling panel; compound autofluorescence, ex339/em460 nm, NADH buffer; stronger effect = higher value; 1 = no-compound wells, NADH background; fluorescence fold increase at 10 µM; 65,000 tested, 5.5% active;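 active means at 10 µM, mean starting fluorescence two-fold or more over control wells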;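 further: signal is the first read of a kinetic run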
PKA kinase inh: PKA (human) kinase inhibition; PKA Kemptide phosphorylation, Kinase-Glo ATP luminescence; 65,000 tested, 0.1% active; inhibition, % at 6 µM; P17612;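 active means inhibition above the screen-wide mean inhibition plus 3 SD, cut at about 21% in these data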; further: many of its hits are not listed in these tables
JNK3 inh: JNK3 (human) kinase inhibition. inhibition, % at 8 µM. 60,000 tested, 0.61% active. purified JNK3 kinase activity, HTS. AID 746; in the data active means inhibition above about 17%;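 further: 0% = DMSO and 100% = reference inhibitor; many of its hits are not listed in these tables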
An asterisk follows results filed as active; x = no result given; & = joins results of further samples. A portion of the library; rates above refer to the full screens.

SMILES | A340 absorber | ROCK2 inh | Cdc25B inh | Hsp90 block | HER2 expr 66K | DUSP1 inh | Autofluor 339 | PKA kinase inh | JNK3 inh
CSc1nnc(Cc2cc(=O)[nH]c(=O)[nH]2)n1-c1cc(C)ccc1C | 1 | 2 | 4 | 0 | 72 | 5 | 1.1 | 2 | 1
CCc1nn(C(C)C(=O)NCCc2ccc(OC)c(OC)c2)c(=O)c2cc3occc3n12 (stereo not drawn) | 1 | -3 | -17 | -2 | 107 | 1 | 1 | -7 | 8
O=C(c1cc(S(=O)(=O)N2CCOCC2)c(Cl)cc1Cl)N1CCCCC1 | 1 | 3 | -6 | -1 | 87 | -5 | 0.88 | 12 | 2
Cc1cc(C)nc(N2CCC(C(=O)NCc3cccs3)CC2)n1 | 0.98 | 4 | -2 | 3 | 58 | -4 | 1.4 | 11 | 4
COC(=O)c1ccc(NC(=O)CN2CCN(c3cccc(Cl)c3)CC2)cc1 | 0.99 | -2 | -8 | -1 | 84 | 24 | 1.1 | 1 | -2
CCOC(=O)C1(c2nc(N)cs2)COC(=O)C1 (stereo not drawn) | 1.1 | 10 | -4 | 1 | 89 | -25 | 1.1 | 8 | -1
CCN(CC)CCCN1C(=O)C(O)=C(C(=O)c2ccco2)C1c1ccc(OC(C)C)cc1 (stereo not drawn) | 1.1 | 3 | 0 | -13 | 116 | -15 | 1.1 | 1 | 1
Cn1c(SCc2ccccn2)nnc1-c1cnccn1 | 1 | 1 | 10 | 2 | 74 | -9 | 1.1 | 5 | 4
O=C(CCNS(=O)(=O)c1ccc(Cl)cc1)NCc1cccnc1 | 1 | x | 1 | 0 | 121 | -1 | 1 | 10 | x
CC1CCCCN1C(=O)CSc1nc(-c2ccccc2)cc(=O)[nH]1 (stereo not drawn) | 1 | 1 | -1 | -5 | 144 | 23 | 1.1 | 1 | -5
CCOC(=O)N1CCN(C(=O)CCSc2ccc(C)cc2)CC1 | 1.1 | 6 | -2 | -4 | 63 | 1 | 1.1 | 10 | 1
CCCCOC(=O)C1C2C=C[C@]3(CN(CCCOC)C(=O)[C@H]13)O2 (stereo partly drawn) | 1 | 2 | 8 | -1 | 72 | -30 | 1.1 | 5 | -1
CCOC(=O)C1CCN(CC(O)COc2ccc(C(C)(C)C)cc2)CC1 (stereo not drawn) | 0.99 | -8 | -5 | 0 | 106 | 11 | 1.1 | -6 | -9
Cc1ccc(-c2cn3cccnc3n2)cc1NC(=O)c1c(-c2ccccc2Cl)noc1C | 1 | x | -6 | -1 | 74 | 34 | 5.2* | 0 | x
O=S(=O)(c1ccc(Oc2ccc(Br)cc2)cc1)N1CCOCC1 | 1.1 | 6 | -8 | -8 | x | 8 | 1.1 | 9 | 5
CN(C)c1nc(Oc2ccc(C(=O)OCC(=O)Nc3ccccc3)cc2)nc(N(C)C)n1 | 1 | -4 | 6 | -3 | 74 | 20 | 1.1 | -7 | -6
COc1ccc(OC)c(C2C(C(=O)c3ccco3)=C(O)C(=O)N2CCCN2CCOCC2)c1 (stereo not drawn) | 1 | 5 | 30 | -2 | 86 | -10 | 1.1 | 2 | -4
Cc1nn(-c2cc(Cl)ccc2N)c(=O)c2ccccc12 | 1 | 4 | -2 | 1 | 115 | 6 | 1.1 | 7 | 1
CCOC(=O)CN1C(=O)SC(CC(=O)Nc2nccs2)C1=O (stereo not drawn) | 1 | x | 5 | -2 | 99 | 11 | 1.1 | 10 | x
CCn1c(SCCN2CCCCC2)nnc1-c1ccc(S(=O)(=O)N2CCOCC2)cc1 | 1.1 | 6 | 0 | 2 | 97 | -39 | 1.1 | 6 | -2

Shown as a hit in Autofluor 339, among the entries above:
Compound,A340 absorber,ROCK2 inh,Cdc25B inh,HER2 expr 66K,DUSP1 inh,Autofluor 339,PKA kinase inh,JNK3 inh
Cc1ccc(-c2cn3cccnc3n2)cc1NC(=O)c1c(-c2ccccc2Cl)noc1C,1,x,-6,74,34,5.2*,0,x

Returning to the listing, starting three compounds before the break.
SMILES | A340 absorber | ROCK2 inh | Cdc25B inh | Hsp90 block | HER2 expr 66K | DUSP1 inh | Autofluor 339 | PKA kinase inh | JNK3 inh
Cc1nn(-c2cc(Cl)ccc2N)c(=O)c2ccccc12 | 1 | 4 | -2 | 1 | 115 | 6 | 1.1 | 7 | 1
CCOC(=O)CN1C(=O)SC(CC(=O)Nc2nccs2)C1=O (stereo not drawn) | 1 | x | 5 | -2 | 99 | 11 | 1.1 | 10 | x
CCn1c(SCCN2CCCCC2)nnc1-c1ccc(S(=O)(=O)N2CCOCC2)cc1 | 1.1 | 6 | 0 | 2 | 97 | -39 | 1.1 | 6 | -2
COC(=O)c1cc(Br)c(=O)n(-c2ccc(OC)cc2)c1 | 0.99 | 5 | 1 | -6 | 84 | -11 | 0.95 | 1 | 2
O=C(CSc1nnc(-c2ccc(Cl)s2)o1)N1CCOCC1 | 1 | -7 | -2 | 1 | 91 | 12 | 1.2 | -4 | -16
CC(C)NC(=O)CCS(=O)(=O)c1ccc(Br)s1 | 1.1 | -1 | 9 | 2 | 83 | 22 | 1.1 | -1 | -3
O=C(c1csc2c1CCCC2)N1CCN(c2ncccn2)CC1 | 1.1 | 8 | -5 | -1 | 96 | 9 | 1.2 | 13 | -2
CCN(CC)C(=O)C1CCN(CC2CC=CCC2)CC1 (stereo not drawn) | 1 | 4 | 0 | 0 | 68 | -13 | 1.1 | 8 | 4
CCOc1ccc(OCC)c(NC(=O)CN2CCN(c3cc(C)ccc3C)CC2)c1 | 1.1 | x | -31 | x | 78 | -6 | 1.1 | -7 | x
CCCC(=O)N1c2ccc(-c3csc(N)n3)cc2CC1C (stereo not drawn) | 1 | -5 | -10 | 4 | 73 | 10 | 1.1 | -8 | -14
CC#CCCCC(=O)Nc1ccccc1C(=O)O | 1 | 6 | 7 | 1 | 103 | 5 | 1 | 9 | 4
O=C(CSc1nnc(-c2cccs2)n1Cc1ccco1)c1ccc2c(c1)OCO2 | 1.1 | 4 | 0 | -4 | 98 | -5 | 1.1 | 8 | 0
Cc1ccc(C2C(C(=O)c3cc4ccccc4o3)=C(O)C(=O)N2CCN(C)C)o1 (stereo not drawn) | 1.1 | 7 | 23 | -8 | 114 | -27 | 1 | 6 | 4
Cc1cc(C)cc(OCC(=O)NCc2nc(-c3ccccc3)no2)c1 | 1 | -2 | -5 | -5 | 72 | 6 | 1.1 | 1 | -8
Cc1ccc2nc(NCc3ccco3)c(C=NCc3ccco3)c(=O)n2c1 | 1.1 | 4 | -11 | -5 | 122 | 5 | 1.3 | 4 | 2
CCOC(=O)c1cccc(-n2c(C)nc3ccccc3c2=O)c1 | 0.96 | 8 | -12 | -1 | 99 | -3 | 1 | 9 | 4
CCN(CC)S(=O)(=O)c1ccc(S(=O)(=O)N(Cc2ccccn2)Cc2ccco2)cc1 | 0.99 | 4 | -12 | -2 | 91 | 13 | 1.1 | -2 | -3
CC(C)NCC(O)COc1cccc2[nH]ccc12 (stereo not drawn) | 0.95 | -2 | -21 | -7&-1 | 98 | -13 | 1 | -8 | -8
COC(=O)Nc1nc(C)c(C(=O)N(C)C)s1 | 1 | -1 | 6 | -3 | 93 | 8 | 1.1 | 2 | -3
Cc1cc(Br)ccc1NC(=O)CNC(=O)CN(C)Cc1nc2ccccc2c(=O)[nH]1 | 0.98 | 3 | -10 | -1 | 107 | 7 | 1 | 6 | 5
CSc1ccccc1NC(=O)CN(Cc1ccc(Cl)cc1)S(C)(=O)=O | 1 | 5 | -23 | -2 | 108 | 1 | 1.1 | 6 | 2
c1ccc(Cn2nnnc2C(c2ccccn2)N2CCOCC2)cc1 (stereo not drawn) | 1 | 6 | -25 | 1 | 79 | 12 | 1 | 8 | -2
CC1CC(C)CN(C(=O)COC(=O)CNS(=O)(=O)/C=C/c2ccccc2)C1 (stereo not drawn) | 0.99 | 6 | 0 | -1 | 98 | -4 | 1.1 | 14 | -6
CS/C(=N\S(=O)(=O)c1cccs1)Nc1ccc(N2CCOCC2)cc1 | 1.1 | x | -2 | x | 86 | 6 | 1.1 | -8 | x
CC(c1ccco1)N(C(=O)c1ccc(Cl)s1)c1ccccn1 (stereo not drawn) | 0.99 | 0 | -9 | 0 | 134 | 6 | 1.1 | -3 | 0
O=C(NC1CCCCC1)NC1CCN(S(=O)(=O)Cc2ccccc2)CC1 | 1 | x | -8 | -3 | 89 | 27 | 1.1 | -5 | x
O=C(COC(=O)C1CCN(C(=O)c2ccc(Cl)cc2)CC1)c1ccco1 | 1 | 2 | 3 | -2 | 90 | 11 | 1.1 | 6 | -10
CCC(C)(C)N1CC(=O)N(Cc2ccccc2)C(c2ccc(OC)cc2)C1=O (stereo not drawn) | 1 | -4 | -8 | 0 | 83 | -4 | 1.1 | 2 | 1
Cc1nc2ccccc2c2oc(C(=O)NCCN3CCN(C)CC3)cc12 | 1 | 1 | -9 | -2 | 83 | 4 | 1.1 | -4 | -2
COc1ccc(-c2noc(CCCc3ccccc3)n2)cc1OC | 1 | 7 | -5 | -3 | 77 | -15 | 0.97 | 13 | -4
O=C(NC1CCCCC1)C(c1ccc(Cl)cc1)N(C(=O)c1cnccn1)c1ccc2c(c1)OCO2 (stereo not drawn) | 1 | 5 | -1 | 2 | 104 | 20 | 0.99 | 12 | 3
O=C(Nc1ccc(F)cc1)N(CCCN1CCOCC1)Cc1cc2cc3c(cc2[nH]c1=O)OCCO3 | 1.1 | 4 | -7 | -1 | 32 | -13 | 3.2* | 6 | 4
CCOC(=O)N1CCN(C(=O)CS(=O)(=O)Cc2nc(-c3ccccc3C)oc2C)CC1 | 1 | -2 | -3 | -1 | 93 | -6 | 1.2 | -7 | 0
CCOC(=O)Cn1c(S(=O)(=O)Cc2ccccc2)nc2ccccc21 | 0.97 | 4 | -13 | 1 | 105 | -15 | 1 | 5 | 1
C=CCn1c(=O)c(C#N)cc2c(=O)n3ccccc3nc21 | 1.1 | 3 | -1 | -14 | 93 | -3 | 4.8* | 6 | -4
COc1ccc(-n2nnnc2SCC(=O)c2cccc(OC)c2)cc1 | 0.99 | 4 | -10 | -2 | 84 | -17 | 1.1 | 2 | 2
CN1CCN(/C=N/c2sc3c(c2C#N)CCCCC3)CC1 | 1 | 10 | -20 | -3 | 108 | -7 | 1 | 3 | 0
CCOc1ccc(CCNC(=O)C2CC(=O)N(C3CCCC3)C2)cc1OCC (stereo not drawn) | 1.1 | 0 | -8 | -1 | 98 | 24 | 1.1 | -2 | -2
CCOc1ccc(C(=O)c2nc3c(n2O)CCCC3)cc1 | 1.2 | 1 | -4 | -5 | 102 | 5 | 1 | 1 | 5
Cn1c(=O)c2c(-c3ccccc3)n(-n3cnnc3)cc2n(C)c1=O | 1.1 | 5 | -12 | -3 | 53 | 18 | 1.1 | 7 | 1
CN(C)CCN1C(=O)c2oc3ccccc3c(=O)c2C1c1cccc(Br)c1 (stereo not drawn) | 1.1 | 1 | 9 | 0 | 72 | 16 | 1.1 | 3 | 1
Cc1cc(=O)oc2cc(OCC(=O)N3CCCc4ccccc43)ccc12 | 1 | 5 | 23 | -4 | 82 | 1 | 1.5 | 6 | -4
COc1ccc(N2CCN(CCCNC(=O)C3CCCN(S(=O)(=O)c4cnc[nH]4)C3)CC2)cc1 (stereo not drawn) | 0.99 | -2 | 1 | 0 | 93 | -4 | 1 | -7 | -4
CCOC(=O)c1c(C)n(OCc2ccccc2)c2ccc3nonc3c12 | 1 | 0 | -4 | -4 | 69 | 15 | 2.2* | -3 | 5
Cc1cc(Cl)c(S(=O)(=O)Nc2ccon2)cc1OCC(=O)NC1CCCCC1 | 1 | -1 | -1 | -5 | 131 | 12 | 1.1 | -3 | -4
CCCS(=O)(=O)c1nc(S(=O)(=O)c2ccc(C)cc2)c(N2CCCC2)s1 | 1.1 | -4 | 1 | -5 | 81 | 1 | 1.1 | -6 | -3
COCCCN1C(=O)C(O)=C(C(=O)c2ccco2)C1c1ccccc1 (stereo not drawn) | 1.1 | 6 | -3 | 1 | 101 | 28 | 1.1 | 6 | 7
